# Screening results as filed in PubChem.
# PhoP inhibition = inhibitors of PhoP regulon expression, primary screen, Salmonella Typhimurium, GFP reporter (AID 1863). S. Typhimurium PhoP-regulated promoter GFP reporter, 4 h; higher % means a stronger effect. inhibition, % at 50 µM; hits with a dose series show IC50 in µM. 300,000 tested, 0.16% active;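 active means inhibition over 29.93%, a cutoff 3 SD above the screen mean, later confirmed by dose response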;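 further: 0% = low Mg2+ inducing control and 100% = high Mg2+ repressing control; strong numbers were not always called active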
# Myeloid diff MLP = induction of myeloid progenitor differentiation, primary screen, cell-based, flow cytometry, MLPCN library. ER-HoxA9 myeloid progenitors, lysozyme-GFP differentiation. calls only at 10 µM. 360,000 tested, 1% active. AID 624256, 2012;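 active means normalized GFP-positive differentiation at or above the plate's own cutoff, the solvent-only control mean plus 3 SD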;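 further: cells exposed to compound for four days before flow analysis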
# Myeloid diff MLP GFP+ MAC1+ % = recorded beside Myeloid diff MLP, whose call it bears; GFP+ MAC1+ double positive, %; measured here: differentiation confirmed by MAC1 staining
# Numbers without * were called inactive; i = inactive; + = active, no number. This is a subset. The share of hits here may be higher or lower than overall.
# Fields: PhoP inhibition, Myeloid diff MLP, Myeloid diff MLP GFP+ MAC1+ %
> CC(C)(C)c1ccc(C2=CC(c3ccccc3)n3ncnc3N2)cc1 (stereo not given)
    -5%, i, 0.8
> O=C(O)Cc1c[nH]c2ccc(O)cc12
    -5%, i, 0.7
> COCCN(C(=O)COC(=O)CCC(=O)c1cccs1)c1c(N)n(Cc2ccccc2)c(=O)[nH]c1=O
    3%, i, 0.4
> CCOC(=O)C1=C(COC(=O)c2ccccc2OC(F)F)NC(=O)NC1C (stereo not given)
    6%, i, 0.8
> CCOC(=O)N1CCN(C(=O)CSc2nnc3[nH]c(=O)c(C)c(C)n23)CC1
    -4%, i, 0.5
> Cc1cccc(N(Cc2ccccc2)C(=O)CSC(C)C(=O)Nc2cc(C)on2)c1 (stereo not given)
    -3%, i, 0.5
> Cc1c(C(=O)N(C)CC(=O)Nc2cccc(F)c2)oc2c(Cl)cccc12
    2%, i, 0.7
> CCOc1ccc(S(=O)(=O)N2CCCCC2)cc1NC(=O)C1CSC2(C)CCC(=O)N12 (stereo not given)
    5%, i, 1.0
> O=C(Cn1cnc([N+](=O)[O-])c1)c1ccc(F)cc1
    -1%, i, 0.4
> CCOC(=O)c1nn(-c2ccccc2C)c(=O)cc1OCC(=O)N1CCN(c2ccccc2)CC1
    -1%, i, 1.6
> CCC[C@@H]1CCCO[C@@](C(=O)NCc2ccccn2)(C(F)(F)F)C1
    -3%, i, 1.1
> CC(C)(Oc1ccc(C2CC2(Cl)Cl)cc1)C(=O)O (stereo not given)
    -5%, i, 2.1
> CCOc1ccc(OCC(=O)N2CCC3(CC2)CC(=O)c2ccccc2O3)cc1
    -6%, i, 0.5
> Cc1ccc(NC(=O)c2ccc(-n3cncn3)c([N+](=O)[O-])c2)cc1F
    -11%, i, 0.4
> O=C(NCCC(=O)N1CCN(c2ccccc2F)CC1)c1ccco1
    -2%, i, 1.5

# Random excerpt: 6 compounds from above
# Fields: PhoP inhibition, Myeloid diff MLP, Myeloid diff MLP GFP+ MAC1+ %
> Cc1ccc(NC(=O)c2ccc(-n3cncn3)c([N+](=O)[O-])c2)cc1F
    -11%, i, 0.4
> CCOC(=O)C1=C(COC(=O)c2ccccc2OC(F)F)NC(=O)NC1C (stereo not given)
    6%, i, 0.8
> O=C(Cn1cnc([N+](=O)[O-])c1)c1ccc(F)cc1
    -1%, i, 0.4
> Cc1cccc(N(Cc2ccccc2)C(=O)CSC(C)C(=O)Nc2cc(C)on2)c1 (stereo not given)
    -3%, i, 0.5
> O=C(O)Cc1c[nH]c2ccc(O)cc12
    -5%, i, 0.7
> CCOC(=O)c1nn(-c2ccccc2C)c(=O)cc1OCC(=O)N1CCN(c2ccccc2)CC1
    -1%, i, 1.6

# The list continues.
# Fields: PhoP inhibition, Myeloid diff MLP, Myeloid diff MLP GFP+ MAC1+ %
> Cc1ccc(NC(=O)C2CCN(c3ncnc4sc(C)c(C)c34)CC2)cc1S(=O)(=O)N(C)C
    5%, i, 1.5
> C=CCn1c(O)c2ccc(C(=O)N=NC(=O)COc3ccccc3F)cc2c1O
    2%, i, 0.3
> Cc1cn[nH]c1
    3%, i, 2.3
> COc1ccccc1CNC(=O)COC(=O)c1ccccn1
    6%, i, 0.5
> COc1ccc(Cl)cc1S(=O)(=O)NC(C)C(=O)NCCCn1ccnc1 (stereo not given)
    3%, i, 0.9
> O=C(CSC1=NS(=O)(=O)c2cc(Cl)ccc2N1)Nc1ccccc1C(F)(F)F
    -3%, i, 0.8
> CCc1noc(C)c1C(=O)Nc1nc(-c2ccc(OC)cc2)cs1
    -7%, i, 0.8
> Cc1ccc(S(=O)(=O)N2CCOCC2)cc1NC(=O)CSc1ccc(Cl)cc1
    3%, i, 0.7
> CC1(c2ccc(OC(F)F)cc2)NC(=O)N(CC(=O)Nc2ccc(N3CCCCC3)cc2)C1=O (stereo not given)
    2%, i, 0.9
> CC(=O)NC(CC(C)C)C(=O)NC(CO)C(=O)NC(CCC(=O)O)C(=O)NC(C)C(=O)NC(CC(C)C)C(N)=O (stereo not given)
    -4%, i, 2.1
> Cc1ccccc1OCCC(=O)Nc1c(C)n(C)n(-c2ccccc2)c1=O
    -7%, i, 1.9
> CCCCn1c(N)c(N(CC(C)C)C(=O)c2cccc(-n3cnnn3)c2)c(=O)[nH]c1=O
    6%, i, 0.0
> COCCn1c(C)cc(C(=O)COC(=O)C2CC(=O)N(CCc3ccc(OC)c(OC)c3)C2)c1C (stereo not given)
    3%, i, 0.4
> CCCCn1c(N)c(N(CCOC)C(=O)c2cc(-c3ccccc3)nc3ccccc23)c(=O)[nH]c1=O
    -8%, i, 0.6
> Cc1ccc(C)c(S(=O)(=O)N2CCN(C(=O)Cn3[nH]c(=O)c4ccccc4c3=O)CC2)c1
    11%, i, 0.5
> COc1ccc([C@H]2/C=C\CN(S(=O)(=O)c3cccc4cccnc34)[C@@H](C)C(=O)N2Cc2ccc(F)cc2)cc1
    -7%, i, 2.0
> COc1cccc(NC(=O)C2CSC3(C)CCC(=O)N23)c1 (stereo not given)
    14%, i, 0.6
> CCN1C(=O)CC(N2CCC(Cc3ccccc3)CC2)C1=O (stereo not given)
    -7%, i, 1.1
> CC(C)Cc1nnc(NC(=O)C2CCN(C(=O)c3ccc(Cl)cc3)CC2)s1
    -2%, i, 1.1
> CC1CCN(C(=O)CSc2nc(=O)n3ccccc3n2)CC1
    2%, i, 1.2
> CCc1noc(C)c1C(=O)Nc1ccc(C)c(S(=O)(=O)N2CCCCCC2)c1
    3%, i, 0.6
> CCOc1ccccc1OCC(=O)Nc1ccccc1C(=O)NC1CC1
    6%, i, 0.3
> C=C[C@@]1(C)CC(=O)[C@]2(O)[C@@]3(C)[C@@H](O)CCC(C)(C)[C@@H]3[C@H](O)[C@H](OC(C)=O)[C@@]2(C)O1
    -7%, i, 3.5
> CC(C)CN(C(=O)CCC(=O)OCc1ccc(Cl)cc1Cl)c1c(N)n(CC(C)C)c(=O)[nH]c1=O
    -9%, i, 0.5
> CCOc1ccc(OCC(=O)Nc2ccccc2N2CCCC2)cc1
    -6%, i, 1.1
> COc1ccc(C)cc1NC(=O)C(OC(=O)c1cnccn1)c1ccccc1 (stereo not given)
    0%, i, 0.8
> CC(OC(=O)c1ccc(S(=O)(=O)N2CCOCC2)cc1)c1ccccc1 (stereo not given)
    -6%, i, 0.8
> Cc1ccc2c(CC(=O)N(C)c3c(N)n(Cc4ccccc4)c(=O)[nH]c3=O)coc2c1
    2%, i, 0.7
> CCc1cccc(NC(=O)COC(=O)/C=C/c2cccs2)c1
    5%, i, 0.6
> CC(Oc1ccc(F)cc1)C(=O)Nc1cc(S(=O)(=O)N2CCOCC2)ccc1N1CCN(C)CC1 (stereo not given)
    -2%, i, 1.3
> COc1ccc(NS(=O)(=O)c2cccc(C(=O)NNC(=O)CN3C(=O)NC(C)(C)C3=O)c2)cc1
    1%, i, 0.4
> O=C(CNC(=O)c1ccccc1)NCc1nc2ccccc2[nH]1
    2%, i, 0.3
> Cc1cccc(NC(=O)C2CCN(C(=O)c3ccc(Cl)cc3)CC2)n1
    -4%, i, 1.1
> O=C(CN1C(=O)NC2(CCCc3ccccc32)C1=O)NC1CCCCC1 (stereo not given)
    2%, i, 0.5
> NC(=O)OCC(O)COc1ccc(Cl)cc1 (stereo not given)
    0%, i, 2.3
> O=C(O)c1ccc2c(c1)CC(c1ccccc1)OC2=O (stereo not given)
    -13%, i, 0.2
> Cc1csc2nc(O)c(C(=O)NCCCc3ccccc3)c(=O)n12
    1%, i, 0.9
> Cc1cccc(C)c1NC(=O)CN(C)C(=O)COc1cccc2c1OC(C)(C)C2
    1%, i, 1.1
> CC(=O)N/C(=C\c1ccccc1)C(=O)OCC(=O)N(CC(C)C)c1c(N)n(Cc2ccccc2)c(=O)[nH]c1=O
    -5%, i, 1.0
> OCC[C@@H]1C[C@@H](O)[C@H](O)[C@]2(CCCO2)O1
    -6%, i, 0.8
> O=C(COC(=O)C1=COCCO1)Nc1ncc(Cl)cc1Cl
    -7%, i, 0.4
> O=C1CC2(CCN(C(=O)c3cccc(Br)c3)CC2)Oc2ccccc21
    -6%, i, 1.0
> CCOC(=O)c1ccc2c(c1)N(Cc1ccccc1C)C(=O)c1ccccc1S2=O (stereo not given)
    -4%, i, 1.0
> O=C(Nc1ccc(C(=O)N2CCC(N3CCCC3)CC2)cc1)c1ccc(Br)o1
    -14%, i, 2.1
> O=C(NCCC1CCCCN1S(=O)(=O)c1ccccc1)C(=O)NCc1cccnc1 (stereo not given)
    -5%, i, 1.3
> CC(=O)c1ccc(NC(=O)CSc2ccc(-c3ccc(-n4cccn4)cc3)nn2)cc1
    2%, i, 0.7
> COc1cc(OC)cc(C(=O)Nc2nc(CC(=O)NC(C)c3ccccc3)cs2)c1 (stereo not given)
    -3%, i, 1.1
> CCN(C(=O)COC(=O)CCc1c[nH]c2ccccc12)c1c(N)n(Cc2ccccc2)c(=O)[nH]c1=O
    -7%, i, 0.9
> CCC(=O)N1CCN(C(=O)c2ccccc2)CC1
    -2%, i, 2.1
> O=C(NCCCN1CCOCC1)c1nn(-c2ccccc2)c(=O)c2ccccc12
    -3%, i, 0.6
> C=CCOc1cccc(C(=O)N(C)C2CCCN(Cc3ccccc3F)C2)c1 (stereo not given)
    4%, i, 0.3
> Cc1ccnc(NC(=O)CNC(=O)c2ccc(Br)o2)c1
    -9%, i, 0.7
> Cc1sc2ncnc(N3CCC(C(=O)Nc4cc(Cl)ccc4Cl)CC3)c2c1C
    7%, i, 0.8
> O=C(NCC(c1cccs1)N1CCc2ccccc21)c1ccccc1 (stereo not given)
    -3%, +, 6.0*
> Cc1noc(C)c1COc1ccccc1C(=O)N1CCN(S(=O)(=O)c2ccccc2C(F)(F)F)CC1
    5%, i, 0.3
> Cc1cccc(NC(=O)c2cccc(S(=O)(=O)N3CCc4ccccc4C3)c2)n1
    18%, i, 1.4
> Cn1ccc2cc(NC(=O)Nc3cccnc3)ccc21
    -14%, i, 1.5
> CC1O[C@@H](O[C@H](C)CC[C@@H](C)O[C@H]2OC(C)[C@@H](O)C[C@H]2O)C(O)C[C@H]1O (stereo not given in full)
    -5%, i, 1.5
> CC(=O)c1c(C)[nH]c(C(=O)COC(=O)CCOc2ccc(C)cc2)c1C
    -5%, i, 0.6
> CN(C(=O)COC(=O)c1ccccc1Nc1ccccc1)c1c(N)n(Cc2ccccc2)c(=O)[nH]c1=O
    -2%, i, 1.0

# (continued)
# Fields: PhoP inhibition, Myeloid diff MLP, Myeloid diff MLP GFP+ MAC1+ %
> Cc1ccc(S(=O)(=O)Nc2ccc(C(=O)N3CCN(c4ccccc4O)CC3)cc2)cc1[N+](=O)[O-]
    4%, i, 0.9
> COc1ccc(COC(=O)c2cc(S(=O)(=O)N3CCCCC3)ccc2N2CCOCC2)cc1
    -7%, i, 1.1
> COc1ccccc1CNC(=O)COC(=O)CSc1ccc(F)cc1
    -3%, i, 0.5
> Cc1ccccc1OCC(=O)NNC(=O)Cc1ccc(S(=O)(=O)N2CCOCC2)s1
    2%, i, 0.9
> O=C(CNC(=O)c1ccco1)Nc1ccc2c(c1)OCCO2
    -4%, i, 0.8
> CCCC[C@@H]1CN=C(N)N1CC(C)(C)C
    -9%, i, 1.8
> CCOc1ccc(NS(=O)(=O)c2ccc(C(=O)NCC(C)(C)N3CCOCC3)cc2)cc1
    -1%, i, 1.4
> Cc1ccc(S(=O)(=O)N2[C@@H](c3cccc(Cl)c3)C(C(=O)O)=CC[C@H]2c2cccs2)cc1
    -6%, i, 1.3
> Cc1cc(C)c(C(=O)COC(=O)CNC(=O)c2ccccc2C)c(C)c1
    -7%, i, 0.9
> COc1cc(C(=O)NCC2CCCN2S(=O)(=O)c2cccs2)cc(OC)c1OC (stereo not given)
    0%, i, 0.7
> Cn1cc(S(=O)(=O)NC2CCCC2)c(=O)n(C)c1=O
    7%, i, 1.3
> O=C(COc1ccccc1[N+](=O)[O-])Nc1cccc(S(=O)(=O)NC2=NCCCCC2)c1
    0%, i, 0.3
> COc1ccc(Cl)cc1NC(=O)CN(C)C(=O)c1ccc(N2CCCCCC2)c([N+](=O)[O-])c1
    -1%, i, 1.0
> CCN(CC)S(=O)(=O)c1ccc(N2CCCC2)c(NC(=O)c2ccc(N3CCCC3=O)cc2)c1
    -5%, i, 0.9
> CCN(CC)CCn1c2c(c(SCC(=O)Nc3cccc4ccccc34)nc1=O)CCCC2
    -8%, i, 1.5
> C#CCOCCOCCOCCNc1nc(N2CCN(C(=O)CCCCCCCCCCNC(=O)[C@@H](CCSC)n3cc(CCO)nn3)CC2)nc(N2CCN(C(=O)CCCCCCCCCCNC(=O)[C@H]([C@@H](C)CC)n3cc(CCCCN=C(N)N)nn3)CC2)n1
    4%, i, 1.4
> COc1cccc(C(=O)N2CCN(c3ccc(N4CCOCC4)nn3)CC2)c1
    8%, i, 0.7
> COc1cccc(NC(=O)CSc2nc(=O)n(Cc3ccncc3)c3c2CCCC3)c1
    5%, i, 1.0
> CSCCC(NS(=O)(=O)c1ccccc1F)C(=O)NCCCn1nc(C)cc1C (stereo not given)
    7%, i, 0.3
> CCN1C(=O)[C@H]2[C@@H](c3ccc(-c4ccc(F)cc4)c(OC)c3)N3CCC[C@@]3(C(=O)OC)[C@H]2C1=O
    5%, i, 2.2
> COc1ccc(OC)c(S(=O)(=O)NCC(c2ccco2)N2CCc3ccccc32)c1 (stereo not given)
    -3%, i, 0.6
> CCCCCCSc1ccc([C@H]2N[C@@](CC(C)C)(C(=O)OC)[C@H]3C(=O)N(CC)C(=O)[C@@H]23)cc1
    10%, i, 1.1
